ERAP1 inh: inhibitors of human ERAP1 aminopeptidase; Q9NZ08; recombinant ERAP1, Leu-AMC fluorescence, 60 min; inhibition, % at 10.7 µM; 0.15% of 340,000 active; AID 652197;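 active = mean replicate inhibition of at least 30%, or all replicates individually reaching that 30% level; inactive = mean below 30% and not every replicate reaching it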;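 note: 0% = neutral control wells and 100% = L-leucinethiol positive control wells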
S100A4 inh HTS: S100A4-myosin IIA interaction inhibition; P26447; S100A4/TAMRA-MyoIIA peptide fluorescence polarization; inhibition, % at 10.7 µM; 0.14% of 360,000 active;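 active = mean inhibition of at least 70% across replicates, with every replicate also reaching that level; inconclusive = mean inhibition reaches 70% but some replicates fall short; inactive = mean inhibition below 70%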
Target sequence (P26447 whole entry, looked up): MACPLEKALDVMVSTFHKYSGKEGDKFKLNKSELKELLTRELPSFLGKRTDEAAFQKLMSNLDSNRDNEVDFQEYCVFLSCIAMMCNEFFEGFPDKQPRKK
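Material: S100A4 monomer protein / Buffer or medium: 50 mM HEPES pH 7.2, 10 mM CaCl2, 100 mM KCl / Times: 5 min incubation before reading / Benchmarks: neutral control DMSO, positive control TFP / Reagent: labelled myosin peptide probe, 5 nM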
esBAF inh: SWI/SNF esBAF complex inhibition; mouse ES cells, Bmi1-luciferase knock-in reporter, 24 h; 100% = twice the neutral-well signal; reporter increase, % at 12.5 µM; 2% of 350,000 active; AID 602393; in the data active = activation above about 40%; inconclusive = no clear call, values can overlap the other calls;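 note: 0% = median of the plate's neutral control wells and 100% = double that signal; a rise in the Bmi1 reporter signal indicates esBAF inhibition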
RAD54 branch: blocks human RAD54 Holliday junction branch migration; 0.14% of 360,000 active; inhibition, % at 10.4 µM; FAM/BHQ fluorescence; Q92698;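 active = mean normalized replicate activity at least 40 and at least half of replicates scoring 40 or more; inconclusive = only one of the two criteria met; inactive = mean below 40 and under half of replicates reaching 40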;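 note: 0% = median of neutral control wells and 100% = median of positive control wells; inhibitors cause a drop in the FAM fluorescence signal; in these data hits start at about 50%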
Target sequence (Q92698 whole entry, looked up): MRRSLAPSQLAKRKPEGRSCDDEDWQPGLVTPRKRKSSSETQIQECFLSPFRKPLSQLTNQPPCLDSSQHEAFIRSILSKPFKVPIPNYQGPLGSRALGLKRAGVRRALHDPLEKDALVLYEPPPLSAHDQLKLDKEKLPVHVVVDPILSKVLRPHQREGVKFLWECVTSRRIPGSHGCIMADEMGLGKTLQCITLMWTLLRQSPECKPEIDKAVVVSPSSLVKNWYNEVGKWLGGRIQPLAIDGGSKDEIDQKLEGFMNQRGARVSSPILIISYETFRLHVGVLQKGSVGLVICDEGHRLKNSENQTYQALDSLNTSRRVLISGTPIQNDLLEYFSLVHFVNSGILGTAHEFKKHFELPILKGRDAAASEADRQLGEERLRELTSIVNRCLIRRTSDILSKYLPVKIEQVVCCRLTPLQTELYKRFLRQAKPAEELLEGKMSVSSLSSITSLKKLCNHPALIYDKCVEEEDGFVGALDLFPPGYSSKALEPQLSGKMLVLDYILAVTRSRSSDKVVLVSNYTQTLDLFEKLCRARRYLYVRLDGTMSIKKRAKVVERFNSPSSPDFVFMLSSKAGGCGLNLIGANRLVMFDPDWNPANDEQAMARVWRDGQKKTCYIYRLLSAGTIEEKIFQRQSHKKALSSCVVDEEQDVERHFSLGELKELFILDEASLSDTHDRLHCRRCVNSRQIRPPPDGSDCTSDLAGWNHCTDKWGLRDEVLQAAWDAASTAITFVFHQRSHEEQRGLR
Xi reactivation: activators of X-chromosome reactivation in mouse fibroblasts. XiGFP mouse fibroblasts, % GFP-positive cells imaging, 3 d; cells co-treated with 5-aza-dC sensitizer; scaled so ellipticine positive control = 100%. 0.055% of 360,000 active. AID 743238. activation, % at 7.58 µM;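 active = mean normalized replicate activation at least 10% and every replicate at or above 10%; inconclusive = only one of the two criteria met; inactive = mean below 10% and not all replicates reach 10%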;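 note: 0% = median of on-plate neutral control wells and 100% = ellipticine 6 µM median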
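Material: XiGFP fibroblasts, SV40-immortalized; Buffer or medium: DMEM containing 5-aza-dC; Compound dosing: single point; Times: 3 days compound exposure.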
ERp5 inh: ERp5 (human) disulfide isomerase inhibition; Q15084; ERp5 insulin aggregation, absorbance 650 nm, 90 min; inhibition, % at 9.99 µM; 0.05% of 350,000 active;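 active = mean replicate inhibition above about 25%, with every replicate also reaching it, limit read from the data, passing the limit was not always enough; inconclusive = only one of those two criteria met; inactive = neither criterion met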
RAD52 inh: blocks human RAD52 DNA annealing; P43351; recombinant RAD52 DNA annealing, FRET fluorescence; inhibition, % at 18.7 µM; 0.46% of 360,000 active; AID 651710;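 active = every replicate showing at least 50% inhibition; inconclusive = mean inhibition at least 50% but not in every replicate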
E-selectin induc: E-selectin induction on HUVECs | AID 686992 | 0.37% of 260,000 active | HUVEC E-selectin immunofluorescence imaging; normalized: neutral wells 0, TNF-alpha wells 100 | P16581 | activation, % at 7.58 µM;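 active = mean E-selectin-positive cell signal at least 10% of the positive control, reached in at least 60% of replicates, without over 20% cell loss; inconclusive = no rule given, readout overlaps actives, possibly toxicity-flagged; inactive = the rest, including those meeting only one limit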;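 note: in these data hits start at about 27%; measured in HUVEC primary endothelial cells; signal is the percent of cells scored E-selectin positive by PE staining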
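assay system = HUVEC, human umbilical vein endothelial cells | input = 3,000 HUVEC seeded per well | medium = EGM-2 growth medium on 0.1% gelatin-coated wells | dosing = one compound dose added by pin transfer | signal = immunofluorescence imaging | read-out basis = % PE-positive cells | control set = TNF-alpha, DMSO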
* hit, by the source's call; i = inactive; ? = inconclusive; . = not tested or not shown. Only part of the results is shown; the hit share may differ from the screen's.

SMILES	ERAP1 inh	S100A4 inh HTS	esBAF inh	RAD54 branch	Xi reactivation	ERp5 inh	RAD52 inh	E-selectin induc
COc1ccc(N2C(=O)NC(=O)/C(=C\c3cn(CC(=O)N4CCOCC4)c4ccccc34)C2=O)c(OC)c1	0	-3	3	-2	0.2	2	-132	.
Cc1ccc(S(=O)(=O)N2CCCC2c2cccnc2)cc1 (configuration not stated)	.	6	7	-1	0.2	?	-12	-0.1
O=C1NC(=O)N(Cc2ccccc2)C(=O)C1Cc1ccccc1 (configuration not stated)	0	4	.	.	0.0	-8	-5	-0.1
Cc1nc2ccccn2c1P(=S)(c1ccccc1)c1ccccc1	-4	4	1	8	0.0	3	0	1.2
CCCCn1c(O)c(C(C)=Nc2ccc3c(c2)CCC3)c(=O)[nH]c1=O	6	0	.	-8	0.0	1	-8	0.0
COC(=O)Cn1cc(C=C2C(=O)NC(=O)NC2=O)c2ccccc21	2	4	-2	7	0.0	5	i	-0.3
c1ccc2c(c1)cc1ccc3cccc4ccc2c1c34	1	7	28	.	-0.1	-1	-34	0.6
Cc1nn(Cc2ccccc2)c(Cl)c1C(=O)OC(C)C(=O)Nc1ccc(F)cc1Cl (configuration not stated)	0	-3	.	11	0.0	-1	-13	0.1
COc1cc(CN=Cc2c(O)n(C(C)(C)C)c(=O)[nH]c2=O)cc(OC)c1	6	0	-3	.	0.0	0	-2	-0.3
NC(=Nc1ccccc1)NN=Cc1c[nH]c2ccccc12	-21	20	.	.	0.2	-5	16	3.7
COc1ccc2c3c1O[C@H]1C(=O)CC[C@H]4[C@@H](C2)N(C)CC[C@]314	-1	-2	4	2	.	-2	-13	.
c1cnc(OCCN2CC2)cn1	0	1	.	.	0.0	1	-7	0.8
Oc1c(Cl)cc(Cl)cc1CN1CCN(Cc2ccccc2)CC1	1	3	-3	-12	.	-4	-8	.
c1ccc2c3c([nH]c2c1)C1(CCNCC1)NCC3	.	-17	.	.	0.2	2	41	2.6
CC(c1ccccc1)(c1ccccc1)c1ccncc1	11	-6	.	.	0.3	5	0	-2.7
O=Cc1c(C(=O)O)n(Cc2ccccc2Cl)c2ccccc12	5	-30	.	.	-0.3	5	17	2.7
CC(Cc1ccccc1)NCCC(c1ccccc1)c1ccccc1 (configuration not stated)	-1	-1	-61	14	0.0	6	26	1.7
Cc1ccc(/C=C2\C(=O)NC(=S)N(c3ccc(F)cc3)C2=O)o1	0	-19	3	-26	0.0	4	-189	.
O=C(COc1ccc(Cl)cc1)N1CCN(Cc2ccccc2)CC1	-1	8	5	-10	.	-1	5	.
O=C(Nc1ccccc1)c1cc([N+](=O)[O-])ccc1N1CCNCC1	-6	-1	.	.	0.0	-7	5	.

A second format for some results above.
| Structure | ERAP1 inh | S100A4 inh HTS | esBAF inh | RAD54 branch | Xi reactivation | ERp5 inh | RAD52 inh | E-selectin induc |
| --- | --- | --- | --- | --- | --- | --- | --- | --- |
| O=C1NC(=O)N(Cc2ccccc2)C(=O)C1Cc1ccccc1 (configuration not stated) | 0 | 4 | . | . | 0.0 | -8 | -5 | -0.1 |
| Cc1nc2ccccn2c1P(=S)(c1ccccc1)c1ccccc1 | -4 | 4 | 1 | 8 | 0.0 | 3 | 0 | 1.2 |

Later entries
SMILES	ERAP1 inh	S100A4 inh HTS	esBAF inh	RAD54 branch	Xi reactivation	ERp5 inh	RAD52 inh	E-selectin induc
CN(C)c1ccc(/C=C2\C(=O)NC(=O)N(Cc3ccc(F)cc3)C2=O)cc1	3	-31	.	-4	0.0	-2	-34	11
CCc1cc(=O)oc2cc(C)cc(OCC(=O)N3CCC(C(=O)O)(c4ccccc4)CC3)c12	.	-8	-5	9	.	3	-2	.
O=c1[nH]c(=O)n(Cc2ccccc2)c(O)c1/C=N/Nc1c(F)c(F)c(F)c(F)c1F	4	-22	.	-12	0.0	3	-53	-0.4
COc1ccc(-n2cnc3cc(C(=O)N4CCC5(CC4)OCCO5)ccc32)cc1	15	0	.	.	0.4	2	-5	.
O=C1NC(=O)N(c2ccccc2)C(=O)/C1=C/C=C/c1ccco1	5	-9	-11	-15	-0.1	4	-128	.
COc1ccc(CCNC2CCCCC2)cc1OC	5	-1	.	.	-0.1	5	-16	.
CCOC(=O)C1CCN(/C=C2/C(=O)NC(=S)N(c3cccc(OC)c3)C2=O)CC1	11	-43	.	.	0.2	1	-38	.
COc1ccccc1C=C1C(=O)NC(=S)NC1=O	11	-13	-4	-9	0.0	-8	-10	-1.3
CCCC(C)n1[nH]c(=O)c2c1NC(=O)CSC2c1ccccc1 (configuration not stated)	-2	5	3	-2	0.0	3	-7	2.1
O=C(Cc1cccnc1)N1CCCCN2[C@H](C1)[C@@H](c1ccc(C#CC3CCCC3)cc1)[C@@H]2CO	0	-3	-10	-6	0.1	3	7	0.0
CCOP(=O)(OCC)C(O)c1ccc(OC)cc1 (configuration not stated)	2	19	.	-1	0.4	-6	13	2.7
COc1ccc(CCN)cc1OC	1	8	6	-10	.	5	-23	.
CCCNC(=O)N1[C@H]2CC[C@@H]1C(C(=O)OC)=C(c1cccc(OC)c1OC)C2	-5	-10	-1	-3	-0.1	11	-5	-0.1
CC(=O)C1CCC2C3CCC4CC(O)CCC4(C)C3CCC12C (configuration not stated)	-3	0	-3	-2	-0.1	4	7	-1.7
CCOC(=O)C1(c2ccccc2)CCN(CC(O)c2ccc(NC(C)=O)cc2)CC1 (configuration not stated)	-1	-5	6	1	0.2	-13	-9	0.0
COc1ccc(C(=O)NC(=S)N2C[C@H]3C[C@H](C2)c2cccc(=O)n2C3)cc1OC	.	-3	2	-6	.	6	-10	.
CN1c2ccc([N+](=O)[O-])cc2CC2(C(=O)NC(=O)N(c3ccc(Br)cc3)C2=O)C1c1ccccc1 (configuration not stated)	-4	-3	.	.	0.0	0	-3	.
O=C(c1ccc2c(=O)n(Cc3ccc4c(c3)OCO4)c(=S)[nH]c2c1)N1CCC2(CC1)OCCO2	1	3	.	.	.	3	-11	.
Nc1ncnc2c1ccn2[C@@H]1O[C@H](CO)[C@@H](O)[C@H]1O	.	-5	-77	0	.	8	-9	.
Cc1ccc(-c2cc(-c3ccccc3)cc(-c3ccccc3)[n+]2-c2ccc(C(=O)O)cc2)cc1	-2	-3	-44	12	-0.7	-3	-5	0.0
C[C@@H]1CNCCN1c1ccc(N2CC[C@@H](O)C2)c(C#N)c1	7	-10	.	.	0.5	2	-6	0.1
O=c1[nH]c(O)c(N=Nc2cc([N+](=O)[O-])ccc2O)c(=O)[nH]1	19	-15	.	.	0.0	10	-93	.
COC(=O)C1=C(c2cc3ccccc3o2)C[C@@H]2CC[C@H]1N2C(=O)NCCCOC(C)C	1	-1	-6	-17	0.0	3	0	-0.1
NCC(O)c1cc(O)c(O)cc1F (configuration not stated)	1	9	-11	21	-0.1	-1	92*	-0.1
Cc1ccc(-n2c(=S)[nH]c3ccccc3c2=O)cc1F	4	3	61*	11	0.1	-2	-20	-0.1
Clc1ccc(CN2CCNCC2)cc1	-1	2	-4	-6	0.0	-1	-13	0.1
Cc1cc(C(=O)OCC(=O)Nc2c(F)cccc2F)c(C)n1C1CC1	1	-7	-1	2	0.0	2	-3	.
COc1ccc(N2C(=O)C(=O)N(c3ccc(OC)cc3)P2(=O)N(CCCl)CCCl)cc1	0	6	8	3	0.1	0	-2	0.4
CCOP(=O)(OCC)C(O)c1cccnc1 (configuration not stated)	1	1	.	.	0.0	0	4	.
C[C@]12CCC(=O)C=C1CCC1C2CC[C@@]2(C)C1CC[C@]2(C)O (some centres not stated)	1	-1	0	-4	0.3	5	-6	0.1
Cn1c(=O)c2c(nc(-c3ccc(N(CCCl)CCCl)cc3)n2C)n(C)c1=O	-13	-1	17	-4	0.0	1	-8	.
Cc1cccc(C)c1-n1nnnc1C(c1ccccc1)N1CCC2(CC1)C(=O)NCN2c1ccccc1 (configuration not stated)	.	-4	-11	-10	0.0	2	-20	-2.3

Laid out differently: 12 of the compounds above.
SMILES | ERAP1 inh | S100A4 inh HTS | esBAF inh | RAD54 branch | Xi reactivation | ERp5 inh | RAD52 inh | E-selectin induc
O=C(c1ccc2c(=O)n(Cc3ccc4c(c3)OCO4)c(=S)[nH]c2c1)N1CCC2(CC1)OCCO2 | 1 | 3 | . | . | . | 3 | -11 | .
Nc1ncnc2c1ccn2[C@@H]1O[C@H](CO)[C@@H](O)[C@H]1O | . | -5 | -77 | 0 | . | 8 | -9 | .
Cc1ccc(-c2cc(-c3ccccc3)cc(-c3ccccc3)[n+]2-c2ccc(C(=O)O)cc2)cc1 | -2 | -3 | -44 | 12 | -0.7 | -3 | -5 | 0.0
C[C@@H]1CNCCN1c1ccc(N2CC[C@@H](O)C2)c(C#N)c1 | 7 | -10 | . | . | 0.5 | 2 | -6 | 0.1
O=c1[nH]c(O)c(N=Nc2cc([N+](=O)[O-])ccc2O)c(=O)[nH]1 | 19 | -15 | . | . | 0.0 | 10 | -93 | .
COC(=O)C1=C(c2cc3ccccc3o2)C[C@@H]2CC[C@H]1N2C(=O)NCCCOC(C)C | 1 | -1 | -6 | -17 | 0.0 | 3 | 0 | -0.1
NCC(O)c1cc(O)c(O)cc1F (configuration not stated) | 1 | 9 | -11 | 21 | -0.1 | -1 | 92* | -0.1
Cc1ccc(-n2c(=S)[nH]c3ccccc3c2=O)cc1F | 4 | 3 | 61* | 11 | 0.1 | -2 | -20 | -0.1
Clc1ccc(CN2CCNCC2)cc1 | -1 | 2 | -4 | -6 | 0.0 | -1 | -13 | 0.1
Cc1cc(C(=O)OCC(=O)Nc2c(F)cccc2F)c(C)n1C1CC1 | 1 | -7 | -1 | 2 | 0.0 | 2 | -3 | .
COc1ccc(N2C(=O)C(=O)N(c3ccc(OC)cc3)P2(=O)N(CCCl)CCCl)cc1 | 0 | 6 | 8 | 3 | 0.1 | 0 | -2 | 0.4
CCOP(=O)(OCC)C(O)c1cccnc1 (configuration not stated) | 1 | 1 | . | . | 0.0 | 0 | 4 | .
